# LDHA inh: qHTS assay for inhibitors of human lactate dehydrogenase; purified LDHA, NADH/diaphorase-resazurin fluorescence; hits give low values; activity change, % (values are at about 110 or 230 µM); 480,000 tested, 0.15% active; AID 1347041, 2019; in the data active = activity change below about -30%;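 also: plate controls were DMSO wells for no effect and wells without enzyme for full effect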
#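 Resorufin fluorescence (ex540/em590), read at 0 and 20 min after diaphorase/resazurin addition, reports the NADH left after a 5 min room-temperature reaction of 2 nM human LDH5 with 0.06 mM NADH and 0.2 mM pyruvate.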
# Pol eta inh: qHTS for Inhibitors of Polymerase Eta | DNA polymerase eta (Homo sapiens), Q9Y253 | 390,000 tested, 1.2% active | Potency, µM (top dose mostly 114 µM), inactives show at the top dose activity change, negative = inhibition, usual class: inhibitors | recombinant Pol eta, fluorescent DNA replication assay; also: potency is read from the fitted curve at half-maximal effect; % is scaled to controls: 0 for no effect and ±100 for the full control effect
# Target sequence (Q9Y253 whole entry, looked up): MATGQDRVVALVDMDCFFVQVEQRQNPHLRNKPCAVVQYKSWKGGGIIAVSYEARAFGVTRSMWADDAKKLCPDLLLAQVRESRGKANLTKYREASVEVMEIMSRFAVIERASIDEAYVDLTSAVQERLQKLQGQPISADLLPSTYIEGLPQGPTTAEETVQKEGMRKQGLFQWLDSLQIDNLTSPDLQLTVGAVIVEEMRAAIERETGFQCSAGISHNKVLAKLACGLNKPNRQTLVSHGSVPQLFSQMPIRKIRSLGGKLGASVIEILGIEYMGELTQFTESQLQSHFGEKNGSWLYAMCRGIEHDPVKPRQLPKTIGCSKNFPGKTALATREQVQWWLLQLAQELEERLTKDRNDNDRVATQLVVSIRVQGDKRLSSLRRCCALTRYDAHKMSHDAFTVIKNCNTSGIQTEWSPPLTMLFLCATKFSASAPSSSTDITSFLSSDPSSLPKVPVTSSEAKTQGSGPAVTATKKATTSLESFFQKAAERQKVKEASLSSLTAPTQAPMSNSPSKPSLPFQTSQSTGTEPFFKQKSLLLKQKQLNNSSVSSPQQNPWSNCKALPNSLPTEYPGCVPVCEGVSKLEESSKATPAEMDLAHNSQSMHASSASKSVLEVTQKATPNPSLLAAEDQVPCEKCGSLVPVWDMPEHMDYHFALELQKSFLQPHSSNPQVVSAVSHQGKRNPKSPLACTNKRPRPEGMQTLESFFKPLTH
#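 Pol eta (10 nM) was preincubated with compounds for 15 min at room temperature, after which fluorescent replication substrate (50 nM final) was added to start the reaction. Fluorescence was read kinetically at 0 and 10 min.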
# GRP78 ERSR act: qHTS for Inducers of the Endoplasmic Reticulum Stress Response (ERSR) in Human Glioma: qHTS; U87-MG GRP78 promoter luciferase reporter, 16 h; Potency, µM, for the others: at the top dose activation, most hits filed as activators; 420,000 tested, 0.02% active; also: potency is read from the fitted curve at half-maximal effect; series mostly up to about 76 µM; % of control where 0% means no effect; nearly all actives have a fitted effect of over 35% in size
#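 ERSR induction read as luciferase luminescence (Bright-Glo, 10 min at room temperature) in stably transfected human U87-MG glioma cells exposed to compounds for 16 h, using GRP78 as sensor.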
# * = called active by the depositor. Unless noted, calls follow the shape of the dose curve; as a rule, active = well fitted curve in the direction sought with a large enough effect; inconclusive = small, poorly fitted or top-dose-only effect, or another doubt; inactive = no such curve, though single readings can be large; an effect the other way counts as inactive or inconclusive. Only part of the results is shown. The share of hits here may be higher or lower than overall.
# The first 19 compounds (preview)
LDHA inh	Pol eta inh	GRP78 ERSR act	mol
2	-15%	-6%	COc1cc(NC(=O)C2CCN(S(=O)(=O)c3cccs3)CC2)c(C(=O)O)cc1OC
-10	-10%	-3%	O=C(NN=Cc1ccc(Cl)cc1Cl)c1ccccc1
-8	-6%	-3%	CSc1ncnc2c1ncn2CCCN1CCN(c2ccccn2)CC1
-1	-8%	-3%	Cc1ccc(N2CC(C(=O)Nc3cccc(S(=O)(=O)N4CCOCC4)c3)CC2=O)cc1 (configuration not stated)
-1	-9%	-5%	C[C@@H]1CN([C@H](C)CO)C(=O)CCCn2nncc2CO[C@H]1CN(C)Cc1cccc(C(F)(F)F)c1
0	-10%	-3%	COc1ccc(C2CCc3cc4c(cc3C2=NO)OCO4)cc1OC (configuration not stated)
-5	-21%	-1%	CC1=C(C(=O)N(C)C)CC(CC(=O)NCC2CCCCC2)C(=O)N1CCCN1CCCC1=O (configuration not stated)
0	-19%	0%	Cc1ccc([C@H]2C[C@H](n3cc(C4CC4)nn3)[C@@H](O)CN2Cc2cccs2)cc1
-1	-30%	1%	CC1(C)CC(=O)C=C(c2ccc(Oc3ccccc3)cc2)C1=O
-3	-13%	-4%	Cc1cn([C@H]2C[C@H](O)[C@@H](CNC(=O)[C@@H]3C[C@H](F)CN3)O2)c(=O)[nH]c1=O
-1	-12%	-4%	CCOc1ccccc1N1CCN(CC(=O)Nc2nccs2)CC1
1	-28%	2%	CC(C)CC1C(=O)N(Cc2cn(CCC3OCCO3)nn2)CCS(=O)(=O)N1Cc1ccc(-c2ccc(F)cc2)cc1 (configuration not stated)
2	-11%	-6%	CC(CN1CCN(CCOCCO)CC1)CN1c2ccccc2Sc2ccc(Cl)cc21 (configuration not stated)
7	-22%	1%	C[C@@H]1CCCCO[C@@H](CN(C)Cc2ccccc2)[C@@H](C)CN([C@H](C)CO)C(=O)c2cc(NC(=O)Nc3cccc4ccccc34)ccc2O1
-4	-11%	-2%	Cc1nc(N2CCCCC2)[nH]c(=O)c1CN(C)N=O
7	2%	-4%	Cc1cnc(C2OCCO2)c2cccc(N)c12
-18	-5%	0%	CCCCCCn1c(SCC(=O)NC2CCS(=O)(=O)C2)nc2ccccc2c1=O (configuration not stated)
0	-1%	-6%	CCCn1c(SCC(=O)Nc2ccc(S(=O)(=O)N3CCOCC3)cc2)n[nH]c1=O
-12	-15%	-1%	CCOc1ccc(C(=O)CN2C(=O)NC3(CCCc4ccccc43)C2=O)cc1 (configuration not stated)

# The whole of this part, previewed entries included:
LDHA inh	Pol eta inh	GRP78 ERSR act	mol
2	-15%	-6%	COc1cc(NC(=O)C2CCN(S(=O)(=O)c3cccs3)CC2)c(C(=O)O)cc1OC
-10	-10%	-3%	O=C(NN=Cc1ccc(Cl)cc1Cl)c1ccccc1
-8	-6%	-3%	CSc1ncnc2c1ncn2CCCN1CCN(c2ccccn2)CC1
-1	-8%	-3%	Cc1ccc(N2CC(C(=O)Nc3cccc(S(=O)(=O)N4CCOCC4)c3)CC2=O)cc1 (configuration not stated)
-1	-9%	-5%	C[C@@H]1CN([C@H](C)CO)C(=O)CCCn2nncc2CO[C@H]1CN(C)Cc1cccc(C(F)(F)F)c1
0	-10%	-3%	COc1ccc(C2CCc3cc4c(cc3C2=NO)OCO4)cc1OC (configuration not stated)
-5	-21%	-1%	CC1=C(C(=O)N(C)C)CC(CC(=O)NCC2CCCCC2)C(=O)N1CCCN1CCCC1=O (configuration not stated)
0	-19%	0%	Cc1ccc([C@H]2C[C@H](n3cc(C4CC4)nn3)[C@@H](O)CN2Cc2cccs2)cc1
-1	-30%	1%	CC1(C)CC(=O)C=C(c2ccc(Oc3ccccc3)cc2)C1=O
-3	-13%	-4%	Cc1cn([C@H]2C[C@H](O)[C@@H](CNC(=O)[C@@H]3C[C@H](F)CN3)O2)c(=O)[nH]c1=O
-1	-12%	-4%	CCOc1ccccc1N1CCN(CC(=O)Nc2nccs2)CC1
1	-28%	2%	CC(C)CC1C(=O)N(Cc2cn(CCC3OCCO3)nn2)CCS(=O)(=O)N1Cc1ccc(-c2ccc(F)cc2)cc1 (configuration not stated)
2	-11%	-6%	CC(CN1CCN(CCOCCO)CC1)CN1c2ccccc2Sc2ccc(Cl)cc21 (configuration not stated)
7	-22%	1%	C[C@@H]1CCCCO[C@@H](CN(C)Cc2ccccc2)[C@@H](C)CN([C@H](C)CO)C(=O)c2cc(NC(=O)Nc3cccc4ccccc34)ccc2O1
-4	-11%	-2%	Cc1nc(N2CCCCC2)[nH]c(=O)c1CN(C)N=O
7	2%	-4%	Cc1cnc(C2OCCO2)c2cccc(N)c12
-18	-5%	0%	CCCCCCn1c(SCC(=O)NC2CCS(=O)(=O)C2)nc2ccccc2c1=O (configuration not stated)
0	-1%	-6%	CCCn1c(SCC(=O)Nc2ccc(S(=O)(=O)N3CCOCC3)cc2)n[nH]c1=O
-12	-15%	-1%	CCOc1ccc(C(=O)CN2C(=O)NC3(CCCc4ccccc43)C2=O)cc1 (configuration not stated)
3	-15%	-2%	O=C(CCN1C(=O)/C(=C\c2ccccc2F)SC1=S)N1CCOCC1
-37*	-2%	-2%	C[C@H]1CN([C@@H](C)CO)C(=O)c2cc(Br)cnc2O[C@@H]1CN(C)C(=O)CN(C)C
0	-18%	7%	Sc1ccccc1N=Cc1cccs1
0	-10%	0%	O=C1Nc2ccccc2Cc2ccccc21
-2	-6%	-6%	COc1cccc(S(=O)(=O)N(C)C[C@@H]2OCc3cnnn3CCCC(=O)N([C@@H](C)CO)C[C@H]2C)c1
-1	2%	-5%	O=C(NN=Cc1ccccc1Cl)c1ccccc1
-9	-7%	-1%	COc1ccccc1N1CCN(S(=O)(=O)CCNC(=O)CC2CCCC2)CC1
-9	-11%	-2%	O=C(Nc1ccc(S(=O)(=O)Nc2ncccn2)cc1)c1cccc([N+](=O)[O-])c1
-8	-13%	2%	CC(C)c1ccc(C(=O)Nc2ccc(S(=O)(=O)NC3=NCCCCC3)cc2)cc1
-4	3%	-2%	COc1ccc(C(=O)NCC2CCCO2)cc1S(=O)(=O)NCc1ccc(Cl)cc1 (configuration not stated)
-2	-16%	-2%	COc1cccc(C(=O)c2ccncc2C(=O)O)c1OC

# As entered above:
# Sc1ccccc1N=Cc1cccs1 @ Pol eta inh: -18%
# COc1ccccc1N1CCN(S(=O)(=O)CCNC(=O)CC2CCCC2)CC1 @ LDHA inh: -9
# O=C1Nc2ccccc2Cc2ccccc21 @ GRP78 ERSR act: 0%

# More results:
LDHA inh	Pol eta inh	GRP78 ERSR act	mol
-5	-8%	-3%	O=C1CCCCC1C(O)(C(=O)c1ccccc1)c1ccccc1 (configuration not stated)
-5	-12%	-3%	COc1ccc(C(=O)NCCCN2CCCC2=O)cc1S(=O)(=O)N1CCOCC1
1	-6%	-4%	Cn1cc(CN2CCC(n3nccc3NC(=O)c3ccc4c(c3)OCO4)CC2)cn1
-11	-3%	-3%	Nc1nonc1-n1nnc(C(=O)N/N=C/c2ccco2)c1CSc1ccc(Cl)cc1
3	-5%	-1%	COc1cc2ccc(NC(C)=O)cc2cc1OC
-3	-1%	-1%	CCCc1c(C(=O)N/N=C/c2ccc(-c3ccccc3)cc2)nnn1-c1nonc1N
12	-2%	-5%	CC(=O)NC(c1ccc(N(C)C)cc1)c1cc(Cl)c2cccnc2c1O (configuration not stated)
-1	-5%	-6%	Cc1ccc(NC(=O)CN(C)CC(=O)Nc2ccc3c(c2)OCO3)cc1
-1	-17%	-2%	CCc1cc(-c2nnn(-c3cc(C(C)C)ccc3C)c2CC)ccc1-c1cn(CCc2c[nH]c3ccccc23)nn1
1	-16%	-1%	CCN(CC)C(=O)C1=C(C)N(Cc2ccc(F)cc2)C(=O)C(CC(=O)NCc2cccs2)C1 (configuration not stated)
-1	-13%	-3%	CN1C(=O)[C@H]2[C@@H](c3ccccc3)N[C@]3(CCCN(Cc4ccc(F)cc4)C3=O)[C@H]2C1=O
-2	-12%	5%	C=CCn1c(O)c(N=Nc2ccccc2[N+](=O)[O-])c2ccccc21
-6	-23%	-3%	C[C@@H]1CN([C@@H](C)CO)C(=O)CCCn2nncc2CO[C@@H]1CN(C)C(=O)c1ccc2ccn(C)c2c1
-13	-15%	-3%	CC1CCN(C(=O)c2[nH]cnc2C(=O)Nc2ccccc2F)CC1
1	-26%	4%	COc1ccc(-c2ccc(CN3C(C)C(=O)N(Cc4cn(CC5CCCCC5)nn4)CCS3(=O)=O)cc2)cc1 (configuration not stated)
5	0%	-2%	COc1cc2ccnc(C=NO)c2cc1OC
0	-13%	-2%	O=C1[C@H]2[C@@H](c3ccccc3)N[C@]3(CCCN(Cc4ccc(Cl)cc4)C3=O)[C@H]2C(=O)N1Cc1ccccc1
-10	-6%	2%	Cc1nnc(SCC(=O)NC2(C#N)CCCCC2)n1N
1	-18%	4%	COC(=O)[C@H]1C[C@H](OC(=O)Nc2cccs2)[C@@]2(O)CN(S(=O)(=O)c3ccc(C)cc3)CC2[C@H]1C(=O)OC (some centres not stated)
-2	-4%	3%	Cc1cc(NC(=O)CN2C(=O)/C(=C/c3ccc(C(C)C)cc3)SC2=S)no1

# Arranged by molecular weight (falling): 3 of the compounds above
LDHA inh	Pol eta inh	GRP78 ERSR act	mol
0	-13%	-2%	O=C1[C@H]2[C@@H](c3ccccc3)N[C@]3(CCCN(Cc4ccc(Cl)cc4)C3=O)[C@H]2C(=O)N1Cc1ccccc1
-2	-4%	3%	Cc1cc(NC(=O)CN2C(=O)/C(=C/c3ccc(C(C)C)cc3)SC2=S)no1
-10	-6%	2%	Cc1nnc(SCC(=O)NC2(C#N)CCCCC2)n1N

# Bioassay records from PubChem BioAssay.
